hcGAS inh: blocks human cGAS activity; inhibition, % at 12.5 µM; 290,000 tested, 0.081% active; recombinant h-cGAS, ATP depletion, Kinase-Glo luminescence; Q8N884;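 further: 0% = vehicle reaction and 100% = reaction without DNA for no activity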
Target sequence (Q8N884 whole entry, looked up): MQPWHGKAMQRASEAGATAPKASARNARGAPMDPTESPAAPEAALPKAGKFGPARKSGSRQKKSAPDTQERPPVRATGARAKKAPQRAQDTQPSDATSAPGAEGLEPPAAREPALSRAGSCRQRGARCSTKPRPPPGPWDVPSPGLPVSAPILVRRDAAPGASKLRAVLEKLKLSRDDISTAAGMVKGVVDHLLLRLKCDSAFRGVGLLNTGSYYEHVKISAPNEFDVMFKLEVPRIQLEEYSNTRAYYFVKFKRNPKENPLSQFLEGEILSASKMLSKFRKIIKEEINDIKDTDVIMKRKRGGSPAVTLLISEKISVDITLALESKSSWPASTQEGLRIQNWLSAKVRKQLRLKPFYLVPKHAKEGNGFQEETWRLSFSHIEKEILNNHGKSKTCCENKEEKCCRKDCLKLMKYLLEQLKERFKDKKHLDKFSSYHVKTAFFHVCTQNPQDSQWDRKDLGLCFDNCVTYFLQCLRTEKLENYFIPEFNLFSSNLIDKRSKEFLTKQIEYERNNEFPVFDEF
mcGAS lum: mouse cGAS inhibition by luminescence; recombinant cGAS, Kinase-Glo ATP depletion luminescence; inhibition, % at 12.5 µM; 160,000 tested, 0.15% active;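 further: 0% = negative control wells and 100% = reference inhibitor with no enzyme activity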
NPYLR7 ag: activates Aedes aegypti NPYLR7 receptor | HEK293T NPYLR7/Galpha15, GCaMP6s calcium fluorescence | activation, % at 10 µM | 270,000 tested, 0.15% active | AID 1259423; in the data active means activation above about 40%;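 further: 0% = vehicle and 100% = reference agonist at the receptor; some compounds past the cut are filed as inactive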
Starred values were filed as active, the others as inactive; nt = no result given; & = joins results of further samples. Unless noted, no stated cut-off is given here; in the data, active means inhibition above about 40%; inactive means the rest.

SMILES | hcGAS inh | mcGAS lum | NPYLR7 ag
CC1CN(c2ncnc3c2cnn3CCNC(=O)COc2ccccc2)CC(C)O1 (stereo not drawn) | -10 | -8 | 0
Cc1ccc(OCC2CN(C(=O)c3cccc(Br)n3)CCO2)cc1 (stereo not drawn) | -7 | -8 | 3
CCc1ccccc1OCCCN(C)C(=O)C1CCS(=O)(=O)CC1 | -3 | nt | 16
O=C(Nc1cccnc1)N1CCC(Cc2cccc(Oc3ccc(C(F)(F)F)cn3)c2)CC1 | -9 | -12 | 7
Cc1ccc(-c2csc3nc(CN(Cc4ccco4)CC(O)COCc4ccco4)[nH]c(=O)c23)cc1C (stereo not drawn) | -5 | -5 | -8
O=C(Nc1cccc(CN2CCOCC2)c1)c1ccc(Br)o1 | -7 | nt | 3
O=C(NCc1scnc1-c1ccccc1)C1CCC(=O)N(CCc2ccccn2)C1 (stereo not drawn) | -5 | -6 | -6
OC1(c2ccc(Cl)cc2)CCN(Cc2nc(-c3cnccn3)no2)CC1 | -11 | nt | 6
CCCCC1=NN2C(=N)/C(=C/c3ccc(OS(C)(=O)=O)c(OCC)c3)C(=O)N=C2S1 | -8 | nt | 0
Cc1ccccc1Oc1ncccc1CNC(=O)C1Cc2ccccc2O1 (stereo not drawn) | -3 | -16 | 1
CCCCOc1ccc(C(=O)CCN2CCCCC2)cc1 | 1&-6&1 | -5 | -2&0&0
O=C1c2cccc3cccc(c23)N1CN1CCCC1c1cccnc1 (stereo not drawn) | -5 | nt | 3
CS(=O)(=O)CCSc1cccc(F)c1C#N | -6 | nt | 5
Cc1ccsc1CN(Cc1ccc(F)cc1)C(=O)CN(C(=O)c1ccc(-c2ccccc2)cc1)C1CCCCC1 | 0 | -3 | -5
Cc1cccc(C(=O)NC(C)C(=O)Nc2cccc(C)n2)c1 (stereo not drawn) | -8 | nt | 1
Fc1ccc(-c2nnn(Cc3nc(Cc4ccccc4)n[nH]3)n2)cc1 | -10 | nt | 21
CCc1ccc(NC(=O)Cn2nc(SC)c(-c3nc(-c4ccc(OC)c(OC)c4)no3)c2N)cc1 | -5 | -6 | -6
CCc1c(C#N)c(N)nc(SCc2ccccc2)c1C#N | 4 | -9 | 3
COc1ccc(Cl)cc1CC1(C)C(=O)Nc2cc(-c3ccc(F)cc3F)ccc21 (stereo not drawn) | -2 | -2 | 4
Cc1ccccc1C1c2ccsc2CCN1CCC(=O)N1CCN(C(=O)c2ccc([N+](=O)[O-])cc2)CC1 (stereo not drawn) | 0 | 3 | 7
CC1=C/C(=N/OC(=O)c2ccccc2Br)CC(C)(C)C1 | 2 | nt | 2
Cc1ccc2c(n1)OC(C)(C)CN(CC(C)C)C2=O | -11 | -5 | 7
Cc1ccc(Br)cc1NC(=O)N1CC2CN3CCCCC3C2C1 (stereo not drawn) | -4 | nt | 1
CC1(C(=O)Nc2ccccc2)CCN1C(=O)CC1CC1 (stereo not drawn) | -11 | nt | 1
COc1ncc(-c2c(-c3ccccc3)ncn2CCN2CCCCC2)cn1 | -3 | nt | 3

The listing continues.
SMILES | hcGAS inh | mcGAS lum | NPYLR7 ag
Cc1c(C(=O)NCCCn2ccnc2)sc2nc3n(c(=O)c12)CCCCC3 | -7 | nt | 1
CC(CNC(=O)c1ncc[nH]1)Oc1cccnc1 (stereo not drawn) | 0 | -7 | 21
Cc1cccnc1NC(=O)NC1CCN(C2CC2)C1 (stereo not drawn) | -2 | -5 | 0
O=C(NC1CCCOC1)c1cn[nH]c1-c1cccc(OC(F)F)c1 (stereo not drawn) | -6 | nt | 14
O=[N+]([O-])c1cc(S(=O)(=O)C(F)(F)F)ccc1NCC1CCCO1 (stereo not drawn) | -4 | nt | 2
CN(C)CCCNCc1cccs1 | -10 | nt | 12
CCOC(=O)c1sc2ncn(N=CN(C)C)c(=O)c2c1C | -5 | nt | 8
Cc1ncc([N+](=O)[O-])n1S(=O)(=O)c1ccc(Cl)cc1 | 3 | 1 | 5
CC1=NN(c2cccc(C(=O)O)c2)C(=O)/C1=C\c1cccc([N+](=O)[O-])c1 | -9 | -3 | -2
Cc1c(Cl)c(CSc2n[nH]c(N)n2)nc2ccccc12 | -5 | nt | -1
N#C/C(=C\c1ccc(O)c(O)c1)C(=O)OCCc1cccs1 | 7 | nt | 12
COc1ccc(OC)c(C(=O)NCc2cn[nH]n2)c1 | 2 | nt | -2
CCc1cccc(N2C(=O)CSC2c2cccc(NC(=O)c3cccc([N+](=O)[O-])c3)c2)c1 (stereo not drawn) | -4 | -9 | -6
CC1NC(=S)N(c2ccccc2COc2ccccc2)C1=O (stereo not drawn) | -8 | -14 | 0
CC(=O)c1ccc(NC(=O)Cn2cnc3nc(N4CCOCC4)ncc3c2=O)cc1 | -1 | nt | -11
O=C(C[N+]1=C(c2ccccc2)c2cccn2CC1)c1ccccc1 | -11 | nt | 9
CSc1ccc(C(=O)N2CC(=O)N(Cc3cccs3)CC(O)C2)cc1 (stereo not drawn) | 7 | -5 | 25
CCCC(=O)NCCOc1ccc2nnc(-c3ccc(OC)c(OC)c3)n2n1 | -2 | -9 | -9
O=c1oc2ccccc2cc1-c1csc(N/N=C\c2ccccc2)n1 | -6 | -6 | -2
O=C(c1ccc(CSc2ncccn2)o1)N1CCCC1C(F)(F)F (stereo not drawn) | -3 | -16 | 1
COc1ccccc1C1CCN(Cc2csc(Cc3ccc(F)cc3Cl)n2)CC1 | -6 | -5 | 21
Cc1ccc(-n2c(C)nn(CN3CCN(c4ccccc4F)CC3)c2=S)cc1 | -6 | nt | -6
CCNc1cc2c(nn1)CCN(C(=O)Cn1ccc(=O)n(C)c1=O)C2 | -5 | nt | -1
NS(=O)(=O)c1ccc(CCN2C(=O)c3cccc4cccc(c34)C2=O)cc1 | 1 | -2 | -4
N#CC1(c2ccccc2)CCN(C(=O)C2CC=CCC2C(=O)N2CCC(O)(Cc3ccccc3)CC2)CC1 (stereo not drawn) | -6 | -3 | -2

Part of the list above in order of molecular weight, descending:
SMILES | hcGAS inh | mcGAS lum | NPYLR7 ag
CCc1cccc(N2C(=O)CSC2c2cccc(NC(=O)c3cccc([N+](=O)[O-])c3)c2)c1 (stereo not drawn) | -4 | -9 | -6
COc1ccccc1C1CCN(Cc2csc(Cc3ccc(F)cc3Cl)n2)CC1 | -6 | -5 | 21
Cc1ccc(-n2c(C)nn(CN3CCN(c4ccccc4F)CC3)c2=S)cc1 | -6 | nt | -6
O=c1oc2ccccc2cc1-c1csc(N/N=C\c2ccccc2)n1 | -6 | -6 | -2
O=C(C[N+]1=C(c2ccccc2)c2cccn2CC1)c1ccccc1 | -11 | nt | 9
COc1ccc(OC)c(C(=O)NCc2cn[nH]n2)c1 | 2 | nt | -2
Cc1cccnc1NC(=O)NC1CCN(C2CC2)C1 (stereo not drawn) | -2 | -5 | 0

Next part.
SMILES | hcGAS inh | mcGAS lum | NPYLR7 ag
CCOC(=O)c1[nH]c2ccccc2c1NC(=O)c1cc(OCC)c(OCC)c(OCC)c1 | -6 | -7 | 1
O=C(NC1CC1)[C@@]1(OCc2ccccc2)CC(OCc2cccc(F)c2F)[C@H](O)[C@H](O)C1 (stereo partly drawn) | 13 | -4 | 4
CC1CCN(S(=O)(=O)N2CCCC(C(=O)NC3CC3)C2)CC1 (stereo not drawn) | -7 | nt | 1
O=C(c1cccc(-c2cccc(F)c2)c1)N1CCC(CO)(Cc2ccccc2)CC1 | 5 | -7 | 2
CCCCC1CCCC1NC(=O)C(C)OCC (stereo not drawn) | -9 | nt | 7
O=C(CCc1nnc(Cc2ccc3c(c2)OCO3)o1)N1CCc2ccccc2C1 | -10 | nt | 21
O=C1CSC(c2ccc([N+](=O)[O-])cc2)N1c1ccc(Br)cn1 (stereo not drawn) | -2 | nt | -7
CCc1nc2ccc(C(=O)N3CCN(C(C)=O)CC3)cn2c1N(CC)CCOC | -2 | -3 | -5
COc1cccc(CN(C)C(C)c2ccncc2)c1O (stereo not drawn) | -6 | -18 | 27
CC1(C)CC(=O)C2=C(C1)OC(=N)C(C#N)C2c1ccoc1 (stereo not drawn) | -1 | -6 | 8
O=C(c1cnnn1-c1ccccc1)N1CCCC(OCc2ccccn2)C1 (stereo not drawn) | 0 | -17 | 17
Cc1cc(C)cc(CC(=O)N2CCC2(C)C(=O)NS(=O)(=O)c2ccccc2C)c1 (stereo not drawn) | -4 | nt | 4
CC(=O)Cn1c(Br)nc2c1c(=O)n(Cc1cccc(C)c1)c(=O)n2C | -7 | -17 | 1
O=C(NC1CCCN(c2ccccc2)C1=O)c1cc(=O)c2ccccc2o1 (stereo not drawn) | -7 | nt | 2
CC(C(=O)NCc1cc(-c2ccco2)on1)n1cnc2ccccc21 (stereo not drawn) | 0 | -10 | -3
CC(C)(C)NC(=O)CSc1nnc(NC2CCCCC2)s1 | -12 | nt | 22
CC(C)c1cc(NCc2cccnc2N2CCCC(O)C2)nc(C(F)(F)F)n1 (stereo not drawn) | -2 | nt | 4
CC1SC(c2cccc(F)c2)N(CCO)C1=O (stereo not drawn) | -2 | -4 | -1
CCc1ccccc1-n1c(=O)c2ccccc2n(C(CC)C(=O)Nc2ccc(OC)c(OC)c2)c1=O (stereo not drawn) | -3 | -4 | -2
COc1ccc(/C=N\Nc2nc(-c3ccccc3)c3cc(C)ccc3n2)cc1OC | -4 | -5 | -6
Cc1cc(C)n(-c2cccc(C(=O)N(C)Cc3nc(C4CC4)no3)c2)n1 | -3 | nt | -2
COc1ccccc1/C=C/C=C1\N=C(c2ccc(Cl)cc2Cl)OC1=O | -9 | nt | 0
Cc1cc(C(=O)CN2C(=O)C(=O)N(CCC3=CCCCC3)C2=O)c(C)n1C1CC1 | 3 | nt | 2
O=C(NCC1CCC1)c1ccc2c(=O)n3c(nc2c1)CCCCCC3 | -1 | nt | 0
O=C(CCC1CCN(C(=O)NC2CCCCC2)CC1)Nc1ccccc1 | -9 | -13 | 17

Only NPYLR7 ag, for five of the compounds above:
Molecule	NPYLR7 ag
O=C(NC1CC1)[C@@]1(OCc2ccccc2)CC(OCc2cccc(F)c2F)[C@H](O)[C@H](O)C1 (stereo partly drawn)	4
CC1CCN(S(=O)(=O)N2CCCC(C(=O)NC3CC3)C2)CC1 (stereo not drawn)	1
O=C(c1cccc(-c2cccc(F)c2)c1)N1CCC(CO)(Cc2ccccc2)CC1	2
CCCCC1CCCC1NC(=O)C(C)OCC (stereo not drawn)	7
O=C(CCc1nnc(Cc2ccc3c(c2)OCO3)o1)N1CCc2ccccc2C1	21

Next compounds:
SMILES | hcGAS inh | mcGAS lum | NPYLR7 ag
CCC(CNC(=O)Nc1ncn(CC)n1)N1CCOCC1 (stereo not drawn) | -9 | nt | 2
Cc1nc(SCc2nc3ccccc3o2)c2c(C)c(C)sc2n1 | 1 | -1 | 4
CCCCC(=O)N1CCc2c([nH]c3ccc(OC)cc23)C1c1ccc(C(F)(F)F)cc1 (stereo not drawn) | -17 | -8 | 4
Cc1nc2c(-c3ccccc3)c(C)nn2c(NCC2CCCO2)c1Cc1ccccc1 (stereo not drawn) | -3 | -7 | -2
Cc1cccc(-n2nnc3c(=O)n(CC(=O)N4CCN(c5ccccc5)CC4)cnc32)c1 | -4 | -9 | 2
CCc1ccc(N(Cc2nnc3n2CCCCC3)C(=O)Nc2ccccc2OC)cc1 | 1 | nt | 2
Cc1nn(-c2ccc(C(C)C)cc2)c(C)c1CCC(=O)NCCCn1ccnc1 | -11 | -5 | -19
CC(C)N(CC(=O)Nc1ccc(S(C)(=O)=O)cc1)c1ccc(Cl)c(Cl)c1 | 6 | 4 | -12
O=C(C1=CCCC1)N1CCC(CO)(CCOc2ccccc2)CC1 | -6&-7 | nt | 11
CN1CCN(n2c3c(c(SCC(=O)NCc4ccccc4)nc2=O)CCCC3)CC1 | -3 | -10 | 0
O=C1/C(=C/c2ccc(-c3ccc(Cl)c(Cl)c3)o2)C=C(c2ccccc2)N1c1ccccc1Cl | -3 | -3 | 0
CCS(=O)(=O)c1cnccc1C(=O)OC | -5 | nt | -8
COCCNCc1ccc(OS(=O)(=O)c2ccc(NC(C)=O)cc2)cc1 | -2 | nt | 34
O=C(c1cc2c(nc1Cl)CCC2)N1CCCC(Nc2ccc(F)cc2)C1 (stereo not drawn) | 1 | -3 | 0
CN1CCC(NCCC(C)(Cc2ccccc2)c2ccccc2)CC1 (stereo not drawn) | 10 | nt | -2
CC(C)Cc1cc(CN2CCCCC2C(=O)Nc2ccc(-n3cccn3)cc2)[nH]n1 (stereo not drawn) | -9 | -11 | 19
CN(C)CC1(O)CCN(C(=O)Cc2cc3c(cc2Cl)OCCO3)C1 (stereo not drawn) | 0 | nt | 11
Cc1cccc(N=Nc2c(O)n(Cc3ccccc3Cl)c3ccc(Br)cc23)c1 | -2 | -2 | -1
Cn1c(=O)n(C)c2cc(CNc3nc(CCN)nc4ccccc34)ccc21 | -2 | nt | 3
COCCn1c(C(=O)NCc2ccco2)cc2c(=O)n(C)c(=O)n(C)c21 | -8 | -7 | 1
Cc1noc(C)c1C1CCCN1CC(C)(C)N1CCOCC1 (stereo not drawn) | 1 | -1 | nt
Cc1ccc(Nc2ncccc2S(N)(=O)=O)cc1 | -1 | nt | -7
Cn1nc(-c2cc(N)nc3[nH]ccc23)nc1N1CCCCC1 | -4 | nt | -3
OC(c1ccc(-c2ccccc2)cc1)c1ncc(-c2cccc(F)c2)[nH]1 (stereo not drawn) | -12 | nt | 2
CCC(CC(C)CO)Nc1ncnc2ccc(F)cc12 (stereo not drawn) | -6 | nt | 0
COc1ccc(CNc2ccc(S(=O)(=O)Cc3ccc(Cl)cc3)nn2)cc1 | -6 | -10 | 1
COc1ccc(CN(CCN(C)C)C(=O)CC(C)C)cc1OS(=O)(=O)C(C)C | -4 | -5 | 11
CC1CN(C)CCN1C(=O)Nc1cccnc1-n1cccn1 (stereo not drawn) | -11 | -7 | 1

Assay outcomes (PubChem)
